esBAF inh: blocks esBAF chromatin remodeling in mouse ES cells; Bmi1-luciferase knock-in reporter, 24 h; 100% = twice the neutral-well signal; reporter increase, % at 12.5 µM; hit rate 2% among 350,000; AID 602393; in the data active = activation above about 40%;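 also: 0% = median of the plate's neutral control wells and 100% = double that signal; a rise in the Bmi1 reporter signal indicates esBAF inhibition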
RAD52 inh: inhibitors of human RAD52 DNA annealing | P43351 | AID 651710 | recombinant RAD52 DNA annealing, FRET fluorescence | inhibition, % at 18.7 µM | hit rate 0.46% among 360,000;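 active = every replicate showing at least 50% inhibition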
Target sequence (P43351 whole entry, looked up): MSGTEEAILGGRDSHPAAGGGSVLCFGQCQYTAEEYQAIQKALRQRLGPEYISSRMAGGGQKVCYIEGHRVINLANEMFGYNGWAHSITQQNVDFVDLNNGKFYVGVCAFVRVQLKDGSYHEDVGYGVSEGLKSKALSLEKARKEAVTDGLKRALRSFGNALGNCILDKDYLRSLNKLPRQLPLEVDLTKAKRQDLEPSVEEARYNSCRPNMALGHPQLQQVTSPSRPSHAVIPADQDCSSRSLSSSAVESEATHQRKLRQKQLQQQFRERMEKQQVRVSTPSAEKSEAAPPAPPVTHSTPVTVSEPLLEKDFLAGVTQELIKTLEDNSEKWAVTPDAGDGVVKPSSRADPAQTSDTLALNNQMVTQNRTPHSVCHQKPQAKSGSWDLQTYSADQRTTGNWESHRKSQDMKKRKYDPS
EWS-Fli inh: blocks EWS/Fli oncoprotein-driven transcription. hit rate 0.67% among 350,000. A673 NR0B1-luciferase reporter, viability-normalised. AID 651661. inhibition, % at 12.6 µM;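 active = mean inhibition of at least 50% after viability correction, with every replicate also passing that limit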;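 also: firefly luciferase signal divided by Alamar Blue viability fluorescence both relative to DMSO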
RAD54 inh: inhibitors of human RAD54 branch migration; Q92698; AID 602329; hit rate 0.14% among 360,000; RAD54 Holliday junction branch migration, FAM/BHQ fluorescence; inhibition, % at 10.4 µM;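 active = mean normalized replicate activity at least 40 and at least half of replicates scoring 40 or more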;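 also: 0% = median of neutral control wells and 100% = median of positive control wells; inhibitors cause a drop in the FAM fluorescence signal; in these data hits start at about 50%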
S100A4 inh HTS: inhibitors of human S100A4 binding to myosin IIA peptide | P26447 | S100A4/TAMRA-MyoIIA peptide fluorescence polarization | inhibition, % at 10.7 µM | hit rate 0.14% among 360,000;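 active = mean inhibition of at least 70% across replicates, with every replicate also reaching that level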
Target sequence (P26447 whole entry, looked up): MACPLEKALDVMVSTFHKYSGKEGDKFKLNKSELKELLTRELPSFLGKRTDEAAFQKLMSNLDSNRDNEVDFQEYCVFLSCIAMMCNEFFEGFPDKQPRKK
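Compound dosing: one dose per compound; test system: human S100A4 monomer with TAMRA-labelled myosin IIA peptide; probe or stimulus: TAMRA-labelled myosin IIA heavy-chain peptide probe, 5 nM; medium: HEPES buffer with Ca2+, pH 7.2; schedule: 5 min incubation before reading; benchmarks: neutral control DMSO, positive control TFP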
Xi reactivation: activators of X-chromosome reactivation in mouse fibroblasts | AID 743238 | hit rate 0.055% among 360,000 | XiGFP mouse fibroblasts, % GFP-positive cells imaging, 3 d; cells co-treated with 5-aza-dC sensitizer; scaled so ellipticine positive control = 100% | activation, % at 7.58 µM;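 active = mean normalized replicate activation at least 10% and every replicate at or above 10%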;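 also: 0% = median of on-plate neutral control wells and 100% = ellipticine 6 µM median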
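Material: SV40-immortalized XiGFP fibroblast cells, line 68-5-11 | Buffer or medium: DMEM containing 5-aza-dC | Dosing: One concentration, pinned | Times: 3 d treatment, 15 min room-temperature fixation | Controls: Ellipticine 6 µM positive control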
E-selectin induc: E-selectin induction on HUVECs; P16581; HUVEC E-selectin immunofluorescence imaging; normalized: neutral wells 0, TNF-alpha wells 100; activation, % at 7.58 µM; hit rate 0.37% among 260,000;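 active = mean E-selectin-positive cell signal at least 10% of the positive control, reached in at least 60% of replicates, without over 20% cell loss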;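 also: in these data hits start at about 27%; measured in HUVEC primary endothelial cells; signal is the percent of cells scored E-selectin positive by PE staining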
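Read-out: % PE-positive cells | Test system: HUVEC | Doses: One compound dose added by pin transfer | Buffer or medium: EGM-2 over gelatin coat | Signal: Immunofluorescence imaging | Benchmarks: TNF-alpha, DMSO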
FN deposition inh: fibronectin deposition inhibition. AH1F fibroblasts, Alexa488-fibronectin deposition fluorescence, overnight. inhibition, % at 12.6 µM. hit rate 0.086% among 350,000. AID 743247;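 active = mean inhibition across replicates of 30% or more, regardless of how many single replicates reach that level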;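 also: positive control wells lacked labelled fibronectin entirely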
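Test system: AH1F fibroblast monolayer depositing Alexa488-labelled fibronectin into matrix. Input: 10000 cells per well. Technique: fluorescence, ex 485 nm, em 525 nm. Buffer or medium: DMEM plus 2% serum, read in PBS. Timing: 1 h cell adhesion before compound, then overnight fibronectin incubation. Compound: single dose, pinned. Read-out basis: inhibition from reduced deposited-fibronectin fluorescence.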
Numbers without * were called inactive; . = not tested or not shown.

Fields: esBAF inh | RAD52 inh | EWS-Fli inh | RAD54 inh | S100A4 inh HTS | Xi reactivation | E-selectin induc | FN deposition inh
[1] C[C@H](CO)N1C[C@H](C)[C@H](CN(C)Cc2cccc(F)c2)Oc2ncc(C#C[C@@H](C)O)cc2C1=O
  -1.4 | 2.2 | 7.7 | 3.3 | -1.6 | 0.0 | 0.6 | -2.2
[2] CCOC(=O)C1(Cc2cccc(Cl)c2)CCCN(C(=O)CCSC)C1 (stereo not given)
  18.5 | -12.8 | -5.4 | -13.1 | -13.4 | 0.0 | 0.0 | -1.0
[3] CO[C@@H]1CN(C)C(=O)c2ccc(NC(=O)C3CC3)cc2OC[C@H](C)N(C(=O)NC(C)C)C[C@H]1C
  -0.3 | 3.1 | 0.8 | 3.4 | 2.3 | -0.2 | -0.1 | 4.5
[4] Cc1ccc(S(=O)(=O)N2C[C@H](O)COC[C@@H]3O[C@H](CC(=O)NCc4ccc(Cl)c(Cl)c4)CC[C@H]32)cc1
  1.5 | -42.1 | 2.1 | -3.2 | -5.8 | 0.1 | 0.2 | -7.2
[5] CCN(CC(=O)Nc1ccc(NC(C)=O)cc1)CC(=O)Nc1cccc2ccccc12
  1.4 | -167.7 | 0.5 | -2.7 | -7.0 | -0.1 | -0.1 | -14.3
[6] O=C(/C=C/c1cccs1)c1ccco1
  -5.3 | -10.1 | -30.1 | -3.3 | -1.9 | -0.1 | -0.2 | -1.6
[7] CCC(=O)NCCc1nc2ccccc2n1CC(=O)c1ccccc1
  -2.5 | -2.6 | -1.6 | -1.6 | -2.6 | 0.0 | 0.1 | -2.9
[8] CCCOc1ccc(/C=C2/C(=O)ON=C2C)cc1OCC
  -15.4 | -96.1 | 25.7 | 0.5 | 2.4 | 0.1 | 0.0 | -3.8
[9] C=CCOc1c(Br)cc(/C=C2/C(=O)ON=C2C)cc1OC
  -2.5 | -18.6 | -9.0 | -6.9 | -1.4 | 0.0 | -0.1 | -7.3
[10] O=C(C[C@@H]1CC[C@@H]2[C@H](COC[C@@H](O)CN2Cc2nccs2)O1)NCc1ccccc1
  -1.8 | -3.5 | -2.1 | 10.1 | 0.5 | 0.1 | 0.1 | -3.6
[11] CCCNC(=O)N1[C@H](C(=O)NC2CCC2)[C@@H](CO)[C@@H]2Cn3c(ccc(-c4ccccc4OC)c3=O)[C@@H]21
  -0.2 | 6.0 | -6.2 | 9.2 | -4.5 | 0.3 | -0.1 | .
[12] COc1ccc(CN2CCNC(=O)C2CC(=O)N2CCCCO2)cc1OC (stereo not given)
  . | -12.7 | 11.1 | . | -5.1 | 0.3 | 0.6 | 3.8
[13] C[C@@H]1CCCCO[C@H](CN(C)S(=O)(=O)c2cccs2)[C@H](C)CN([C@@H](C)CO)C(=O)c2cc(NC(=O)Nc3ccc(F)cc3)ccc2O1
  1.7 | -37.2 | -8.8 | -4.1 | 2.6 | -0.4 | 0.2 | .
[14] CCCn1c(N)c(N(CCOC)C(=O)c2ccc(F)cc2)c(=O)[nH]c1=O
  -4.2 | -19.7 | 2.8 | 14.0 | -3.4 | 0.0 | . | -10.2
[15] CO[C@H]1CN(C)C(=O)c2ccc(NC(=O)C3CC3)cc2OC[C@@H](C)N(Cc2cccnc2)C[C@H]1C
  6.3 | 1.8 | -2.1 | 1.2 | 1.8 | 0.0 | 0.0 | -9.1
[16] Cc1ccccc1CN1CCN(CC(=O)NCc2ccccc2)CC1
  -3.1 | -17.3 | 12.9 | -6.5 | -3.4 | 0.0 | . | -0.5
[17] CCC1(C)Cc2c(C#N)c(N)sc(=S)c2CO1 (stereo not given)
  . | -42.0 | . | -4.1 | 0.8 | . | . | 12.5
[18] CCC(=O)N(C)C[C@H]1Oc2cc(-c3cccnc3)ccc2S(=O)(=O)N([C@@H](C)CO)C[C@@H]1C
  -0.5 | -2.3 | -0.8 | -2.3 | -20.5 | -1.1 | 0.3 | -2.0
[19] C[C@H]1CN([C@@H](C)CO)C(=O)c2cc(NC(=O)Cc3cn(C)c4ccccc34)ccc2O[C@@H]1CN(C)S(C)(=O)=O
  4.5 | 10.0 | -1.6 | -1.1 | 1.6 | 0.0 | -7.8 | .
[20] Cc1ccc(C(=O)Nc2cccnc2N2CCN(C)CC2)cc1
  . | -3.9 | -2.7 | . | 3.6 | -0.1 | 3.0 | 9.9

Single records (already shown). Values in the order: esBAF inh	RAD52 inh	EWS-Fli inh	RAD54 inh	S100A4 inh HTS	Xi reactivation	E-selectin induc	FN deposition inh
Profile of `CCCNC(=O)N1[C@H](C(=O)NC2CCC2)[C@@H](CO)[C@@H]2Cn3c(ccc(-c4ccccc4OC)c3=O)[C@@H]21` : -0.2	6.0	-6.2	9.2	-4.5	0.3	-0.1	.
Profile of `CO[C@H]1CN(C)C(=O)c2ccc(NC(=O)C3CC3)cc2OC[C@@H](C)N(Cc2cccnc2)C[C@H]1C` : 6.3	1.8	-2.1	1.2	1.8	0.0	0.0	-9.1

Other structures follow:
Fields: esBAF inh | RAD52 inh | EWS-Fli inh | RAD54 inh | S100A4 inh HTS | Xi reactivation | E-selectin induc | FN deposition inh
[21] N#Cc1cccnc1N1CCN(C(=O)COCC(=O)O)CC1
  . | -11.6 | -2.5 | . | -3.7 | 0.4 | 8.1 | 6.9
[22] Cc1ccccc1-n1c(SCC(=O)O)nc2sc3c(c2c1=O)CCCC3
  -2.4 | 0.7 | 14.1 | 3.3 | -0.1 | 0.1 | 0.2 | -1.1
[23] O=C(CN1C(=O)CS/C1=C\c1nc(-c2ccc(Cl)cc2)cs1)Nc1cccnc1Cl
  . | -29.5 | 1.8 | . | -6.4 | 0.1 | . | -2.8
[24] CCCCNC(=O)c1onc(CSc2nc3ccccc3[nH]2)c1C(=O)NCCCC
  -12.1 | -12.7 | 23.9 | -14.4 | 8.3 | 0.0 | 0.1 | -1.1
[25] COc1ccc2c(C)cc(=S)[nH]c2c1
  -1.9 | -11.1 | 2.6 | . | 5.2 | 0.0 | . | -1.2
[26] CCNC(=O)C[C@H]1C=C[C@H](NC(=O)NC2CCCCC2)[C@H](CO)O1
  1.8 | 5.9 | -2.4 | -3.4 | 9.5 | 1.9 | 0.3 | 2.0
[27] COC(=O)c1ccccc1NC(=O)c1ccc2nccnc2c1
  11.0 | -20.7 | -4.4 | 6.5 | -1.8 | -0.1 | . | .
[28] Cc1cccc(NC(=O)CSCC(=O)Nc2ccccc2N2CCCCC2)c1
  . | -12.5 | 1.3 | . | 10.8 | 0.3 | . | 4.4
[29] C=CCN1C=C(C(=O)OCC)C(=O)CC1
  . | -16.2 | -13.3 | . | -10.4 | 0.1 | 0.0 | .
[30] O=C(Nc1ccc(F)cc1)N1CC(=O)N2[C@H](CO)[C@@H](c3ccc(-c4ccccc4)cc3)[C@H]2C1
  . | 11.3 | 0.0 | . | 5.5 | 0.2 | 0.1 | 2.7
[31] Cc1ccc(C(=O)NN2C(=O)C3C4c5ccccc5C(c5ccccc54)[C@@H]3C2=O)cc1 (stereo not given in full)
  . | . | . | 10.6 | . | -0.1 | -0.1 | -5.2
[32] C[C@@H]1CN([C@H](C)CO)C(=O)c2cc(C#Cc3ccncc3)cnc2O[C@H]1CN(C)C(=O)c1ccccc1F
  4.7 | -12.9 | 1.0 | 3.4 | 2.3 | -0.8 | 2.5 | -12.1

Among those listed so far, these contain four or more nitrogen atoms.
Fields: esBAF inh | RAD52 inh | EWS-Fli inh | RAD54 inh | S100A4 inh HTS | Xi reactivation | E-selectin induc | FN deposition inh
[3] CO[C@@H]1CN(C)C(=O)c2ccc(NC(=O)C3CC3)cc2OC[C@H](C)N(C(=O)NC(C)C)C[C@H]1C
  -0.3 | 3.1 | 0.8 | 3.4 | 2.3 | -0.2 | -0.1 | 4.5
[5] CCN(CC(=O)Nc1ccc(NC(C)=O)cc1)CC(=O)Nc1cccc2ccccc12
  1.4 | -167.7 | 0.5 | -2.7 | -7.0 | -0.1 | -0.1 | -14.3
[11] CCCNC(=O)N1[C@H](C(=O)NC2CCC2)[C@@H](CO)[C@@H]2Cn3c(ccc(-c4ccccc4OC)c3=O)[C@@H]21
  -0.2 | 6.0 | -6.2 | 9.2 | -4.5 | 0.3 | -0.1 | .
[13] C[C@@H]1CCCCO[C@H](CN(C)S(=O)(=O)c2cccs2)[C@H](C)CN([C@@H](C)CO)C(=O)c2cc(NC(=O)Nc3ccc(F)cc3)ccc2O1
  1.7 | -37.2 | -8.8 | -4.1 | 2.6 | -0.4 | 0.2 | .
[14] CCCn1c(N)c(N(CCOC)C(=O)c2ccc(F)cc2)c(=O)[nH]c1=O
  -4.2 | -19.7 | 2.8 | 14.0 | -3.4 | 0.0 | . | -10.2
[15] CO[C@H]1CN(C)C(=O)c2ccc(NC(=O)C3CC3)cc2OC[C@@H](C)N(Cc2cccnc2)C[C@H]1C
  6.3 | 1.8 | -2.1 | 1.2 | 1.8 | 0.0 | 0.0 | -9.1
[19] C[C@H]1CN([C@@H](C)CO)C(=O)c2cc(NC(=O)Cc3cn(C)c4ccccc34)ccc2O[C@@H]1CN(C)S(C)(=O)=O
  4.5 | 10.0 | -1.6 | -1.1 | 1.6 | 0.0 | -7.8 | .
[20] Cc1ccc(C(=O)Nc2cccnc2N2CCN(C)CC2)cc1
  . | -3.9 | -2.7 | . | 3.6 | -0.1 | 3.0 | 9.9
[21] N#Cc1cccnc1N1CCN(C(=O)COCC(=O)O)CC1
  . | -11.6 | -2.5 | . | -3.7 | 0.4 | 8.1 | 6.9
[23] O=C(CN1C(=O)CS/C1=C\c1nc(-c2ccc(Cl)cc2)cs1)Nc1cccnc1Cl
  . | -29.5 | 1.8 | . | -6.4 | 0.1 | . | -2.8
[24] CCCCNC(=O)c1onc(CSc2nc3ccccc3[nH]2)c1C(=O)NCCCC
  -12.1 | -12.7 | 23.9 | -14.4 | 8.3 | 0.0 | 0.1 | -1.1
[32] C[C@@H]1CN([C@H](C)CO)C(=O)c2cc(C#Cc3ccncc3)cnc2O[C@H]1CN(C)C(=O)c1ccccc1F
  4.7 | -12.9 | 1.0 | 3.4 | 2.3 | -0.8 | 2.5 | -12.1

Screening data from PubChem.
